ATG4B inhibitor: ATG4B (human) cysteine protease inhibition | inhibition, % at 8.33 µM | AID 504462 | Q9Y4P1 | hit rate 0.51% among 340,000 | ATG4B cleavage of LC3-PLA2, NBD-HPC fluorescence, 1 h; in the data active means inhibition above about 40%
Target sequence (Q9Y4P1 whole entry, looked up): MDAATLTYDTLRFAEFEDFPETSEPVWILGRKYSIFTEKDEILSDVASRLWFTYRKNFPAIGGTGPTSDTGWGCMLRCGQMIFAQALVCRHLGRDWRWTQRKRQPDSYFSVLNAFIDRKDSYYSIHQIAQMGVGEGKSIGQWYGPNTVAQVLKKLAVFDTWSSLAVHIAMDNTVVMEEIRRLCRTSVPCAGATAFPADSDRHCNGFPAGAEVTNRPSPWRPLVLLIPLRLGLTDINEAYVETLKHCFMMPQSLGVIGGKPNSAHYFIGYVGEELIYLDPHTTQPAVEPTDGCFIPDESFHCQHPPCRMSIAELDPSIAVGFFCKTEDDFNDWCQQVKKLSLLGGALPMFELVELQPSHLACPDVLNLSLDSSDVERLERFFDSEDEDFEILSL
SENP8 inh: SENP8 (human) protease inhibition; AID 602440; inhibition, % at 20 µM; hit rate 0.64% among 360,000; recombinant SENP8, Nedd8 substrate fluorescence; in the data active means inhibition mostly above about 40%, no sharp cut-off; inactive means mostly below about 27%
Target sequence (Q96LD8 whole entry, looked up): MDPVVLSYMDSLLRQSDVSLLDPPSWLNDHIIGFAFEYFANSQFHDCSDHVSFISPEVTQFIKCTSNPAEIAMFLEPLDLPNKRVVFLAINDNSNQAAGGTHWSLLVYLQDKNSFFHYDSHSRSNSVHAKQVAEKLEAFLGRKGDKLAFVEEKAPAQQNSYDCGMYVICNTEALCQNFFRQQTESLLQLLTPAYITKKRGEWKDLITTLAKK
GRIN3A LBD mod: modulates the human NR3A ligand-binding domain; NR3A LBD differential scanning fluorimetry, Tm shift; 0% = protein alone, 100% = glycine-bound protein; Tm shift relative to glycine control, % at 25 µM; hit rate 2.5% among 340,000; AID 1259313;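 active means melting temperature shift of at least 10% of the positive control shift, at one fixed dose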
HKDC1 inh: blocks human hexokinase HKDC1 activity | inhibition, % at 20 µM | hit rate 0.16% among 340,000 | Q2TB90 | recombinant HKDC1, G6PDH/diaphorase resazurin coupled fluorescence | AID 493160;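 active means inhibition above about 35% when tested at 20 µM, limit read from the data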;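 further: plate controls were DMSO wells with enzyme for no effect and DMSO wells lacking enzyme for full effect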
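Assay system: recombinant HKDC1 hexokinase; detection: coupled resazurin fluorescence, excitation 525 nm, emission 613 nm; benchmarks: DMSO-plus-enzyme-mix negative control, buffer-substituted positive control; compound dosing: single 20 µM dose; schedule: 90 min at room temperature in dark; also added: glucose plus 1 mM ATP as hexokinase substrates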
PfGluPho inh: PfG6PD (Plasmodium falciparum) enzyme inhibition; PfGluPho enzyme, NADPH resazurin-diaphorase fluorescence; inhibition, % at 20 µM; hit rate 0.78% among 350,000; AID 504690;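 active means inhibition reaching at least a set limit at 20 µM in the primary screen, cut at about 59% in these data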;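 further: 0% = DMSO wells with substrate and 100% = DMSO wells lacking glucose-6-phosphate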
SENP6 inh: SENP6 protease inhibition; Q9GZR1; Recombinant SENP6 catalytic domain, aminoluciferin luminescence; inhibition, % at 10 µM; hit rate 1.8% among 330,000;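 active means inhibition above about 50% at the single tested dose, limit read from the data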;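 further: plate controls were DMSO wells with enzyme for no effect and DMSO wells lacking enzyme for full effect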
Target sequence (Q9GZR1 628-1112 limits assumed): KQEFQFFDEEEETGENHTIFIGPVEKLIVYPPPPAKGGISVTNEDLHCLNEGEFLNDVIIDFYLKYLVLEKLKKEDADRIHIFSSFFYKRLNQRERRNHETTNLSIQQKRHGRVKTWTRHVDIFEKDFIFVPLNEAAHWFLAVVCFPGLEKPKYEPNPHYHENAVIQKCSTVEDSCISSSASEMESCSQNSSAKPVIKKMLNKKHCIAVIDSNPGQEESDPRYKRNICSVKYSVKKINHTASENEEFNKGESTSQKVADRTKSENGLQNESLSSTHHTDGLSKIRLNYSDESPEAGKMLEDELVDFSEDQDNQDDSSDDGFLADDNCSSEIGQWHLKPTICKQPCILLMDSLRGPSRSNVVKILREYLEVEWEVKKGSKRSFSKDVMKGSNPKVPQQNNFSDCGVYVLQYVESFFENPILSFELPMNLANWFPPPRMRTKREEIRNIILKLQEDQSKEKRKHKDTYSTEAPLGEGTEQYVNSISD
SENP7 block: inhibitors of human SENP7 protease. Q9BQF6. recombinant SENP7, Z-RLRGG-aminoluciferin luminescence, 40 min. inhibition, % at 5 µM. hit rate 1.5% among 330,000. AID 434973;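 active means inhibition above about 50% at the single test dose, limit read from the data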;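 further: plate controls were DMSO with enzyme for no effect and no enzyme buffer wells for full effect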
MPTP inh: inhibitors of mitochondrial permeability transition pore; isolated mouse mitochondria, Ca2+ swelling absorbance, 30 min; inhibition, % at 10 µM; hit rate 1.4% among 360,000; AID 602449;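 active means inhibition of 50% or more, scaled per plate between neutral and stimulator controls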;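 further: 0% = DMSO wells given calcium and 100% = 1 mM EGTA wells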
The depositor's hits bear a star; / = not tested or not shown. Not a hit list (roughly 6.9% active in at least one column).

SMILES | ATG4B inhibitor | SENP8 inh | GRIN3A LBD mod | HKDC1 inh | PfGluPho inh | SENP6 inh | SENP7 block | MPTP inh
O=C(Nc1ccc2oc(-c3ccccc3)nc2c1)c1ccco1 | -9 | -250 | 3 | 2 | 8 | 15 | -2 | 0.8
O=C(NCCc1ccccc1)c1ccc(CS(=O)Cc2cccc(Cl)c2)o1 (stereo unspecified) | -5 | 15 | 1 | -4 | 1 | -12 | 1 | -2.2
O=C1/C(=C/c2ccc(O)cc2)CCc2ccc([N+](=O)[O-])cc21 | -6 | 21 | -3 | -3 | 1 | -28 | -2 | 5.1
COc1cc(/C=N/NC(=S)Nc2cccc(C(=O)O)c2)ccc1O | -4 | -136 | 0 | 17 | 12 | 15 | 6 | -0.7
CCCc1nnc(NC(=O)CCC(=O)N2CCN(S(=O)(=O)c3ccc(OC)cc3)CC2)s1 | -3 | 0 | -2 | -3 | 4 | 4 | 1 | -0.6
CCN1CCN(C(=O)CCCn2c(C)c3cnn(-c4ccccc4)c(=O)c3c2C)CC1 | -6 | 9 | -6 | 4 | 9 | -6 | 2 | -0.4
CCC(=O)N1CCc2cc(S(=O)(=O)CCC(=O)Nc3ccc(CC)cc3)ccc21 | -14 | 1 | 1 | 1 | 17 | -13 | 1 | 0.5
CC(C)(CCC(=S)N1CCOCC1)c1ccccc1 | -6 | 6 | 11* | -4 | 13 | / | / | -0.4
COc1ccc(Nc2nc(-c3sc(N)nc3C)cs2)cc1 | -7 | 7 | -1 | -16 | 35 | -10 | -2 | -0.6
CC(C)n1ncc2c(C(=O)Nc3ccc(CC#N)cc3)cc(C3CC3)nc21 | -8 | -34 | -7 | -2 | 17 | -21 | -3 | -0.4
c1ccc(N2CCN(c3nc(-c4ccccn4)nc4ccccc34)CC2)cc1 | 20 | 10 | -1 | 7 | 1 | 3 | -1 | -1.9
N#Cc1cc([N+](=O)[O-])ccc1N1CCN(c2ccccc2O)CC1 | 8 | 21 | -4 | 10 | 6 | 5 | 8 | 2.3
COC(=O)/C(=C1\Oc2ccc(C(C)(C)C)cc2S1)C(F)(F)F | -7 | 13 | -2 | -7 | 3 | 5 | 14 | 2.1
CC(C)Oc1ccc(C(=O)Nc2ccc(N3CCN(C(=O)c4ccco4)CC3)cc2)cc1 | -2 | 5 | 3 | -2 | -10 | -8 | 11 | -1.9
O=C(NCc1ccc(F)cc1)Nc1cccc(Cl)c1 | 67* | 12 | -5 | -9 | 12 | -11 | 4 | 85*
c1ccc2nc(N3CCCC3)c(N3CCCCC3)nc2c1 | -2 | -460 | 4 | -2 | 5 | / | / | 0.0
CC[n+]1c(/C=C(/C)SC)sc2ccccc21 | 10 | 5 | -1 | -23 | 17 | -2 | 3 | 0.9
Cc1cc(C)c(NC(=O)COc2ccc(-n3cnnn3)cc2)c(C)c1 | 6 | 7 | 0 | 4 | -17 | -4 | 6 | 1.2
CCc1ccc(NC(=O)C2CCN(S(=O)(=O)c3cccs3)CC2)cc1 | -10 | 3 | -15 | 5 | 9 | -15 | -8 | 1.3
Nc1nnc(Sc2ncccc2[N+](=O)[O-])s1 | -1 | 17 | 1 | 0 | 10 | 19 | -1 | 0.0
N#CC(CO)(Cc1ccc(OC(F)F)cc1)c1nc2ccccc2[nH]1 (stereo unspecified) | -7 | -2 | -7 | -5 | 13 | 0 | -2 | 1.9
Cc1ccc(CN2CCNC(=O)C2CC(=O)N(C)CCc2cnn(C)c2)cc1 (stereo unspecified) | -3 | -14 | 3 | 1 | 15 | 10 | 0 | -1.4
CC(C)=CCC/C(C)=C/C=N/NC(=O)c1ccc([N+](=O)[O-])cc1 | -8 | 15 | -1 | -5 | 21 | 12 | -1 | 5.0
Cc1ccc2nc(-c3ccncc3)cc(C(=O)NCc3ccccc3F)c2c1 | -8 | -113 | -2 | -2 | 7 | -5 | -6 | 0.3
CN(CC(=O)Nc1ccc(F)c(F)c1F)C(=O)C1CCCO1 (stereo unspecified) | 4 | -12 | -2 | -1 | -2 | -4 | 11 | -0.4

Next results
SMILES | ATG4B inhibitor | SENP8 inh | GRIN3A LBD mod | HKDC1 inh | PfGluPho inh | SENP6 inh | SENP7 block | MPTP inh
Cc1cc2ccccc2n1CCNC(=O)C1CCCCC1 | 0 | -21 | -2 | 7 | -8 | -10 | -7 | 0.2
CCOC(=O)c1cc(-c2csc(COc3ccc(Cl)cc3)n2)on1 | -6 | 9 | -2 | -4 | 5 | -3 | 0 | 0.3
COc1ccc(NC(=O)C2CCN(S(C)(=O)=O)CC2)cc1 | -11 | 17 | 0 | 13 | 9 | -23 | 6 | -1.4
Cc1ccc2oc(=O)c3cc(C(=O)NCCCN4CCCC(C)C4)sc3c2c1 (stereo unspecified) | -1 | -241 | 2 | 15 | -3 | -1 | 3 | 1.9
CCOC(=O)c1ccc(NC(=O)CCc2nnc3ccc(N4CCCC4)nn23)cc1 | -12 | -20 | 0 | -4 | 15 | 1 | -1 | -1.6
CON/C=C(\C=Nc1ccc(C(F)(F)F)cc1)c1ncc(C(F)(F)F)cc1Cl | 4 | 28 | -1 | 2 | 12 | 13 | -4 | 8.7
CC(C)(C)NC(=O)C(OC(=O)c1cccs1)c1ccc(C#N)cc1 (stereo unspecified) | 1 | 16 | 0 | 2 | -8 | -30 | 0 | 1.6
CC1=C(C(=O)OCc2ccccc2)C(c2ccsc2)C(C#N)=C(N)O1 (stereo unspecified) | -7 | -24 | -15 | 8 | -7 | 6 | 16 | -3.8
C=CCn1c(SCC(=O)N(CC)C2CCS(=O)(=O)C2)nc2sc3c(c2c1=O)CCC3 (stereo unspecified) | -7 | 4 | -1 | -2 | 1 | 8 | 4 | 3.4
CCC(=O)Nc1ccc2oc(-c3cccnc3)nc2c1 | -5 | -459 | 0 | -3 | 4 | -6 | 1 | 1.3
COc1cccc([C@@H]2CC=C(C(=O)O)[C@H](c3ccc(Br)cc3)N2S(=O)(=O)c2ccc(C)cc2)c1 | -9 | 10 | -4 | 3 | -14 | 15 | 3 | 1.0
Cc1cccc(NC(=O)c2cccc3c2-c2ccccc2C3=O)n1 | -9 | 29 | -1 | -10 | 21 | 24 | -7 | -0.3
CCOC(=O)c1oc2cc(O)cc(C)c2c(=O)c1-c1cscn1 | -4 | 24 | -2 | -4 | 3 | -8 | 4 | -2.4
Cc1ccc2oc(C(=O)NCCCN3CCOCC3)c(C)c2c1 | 0 | 0 | 7 | -2 | 8 | 0 | 3 | -1.7
CC(=Nc1ccccc1)C1=C(O)CSC1=O | 6 | 6 | -5 | 17 | -5 | -21 | 1 | -1.2
CCOC(=O)c1c(-c2ccccc2)csc1NC(=O)c1cc(-c2ccccc2OC)on1 | 9 | -371 | 1 | -9 | 23 | -2 | -15 | 3.5
COc1cc(NC(=O)C2CC3CCC2C3)c(OC)cc1Cl (stereo unspecified) | 14 | 40 | 2 | 0 | -13 | 4 | 5 | 0.8
O=C(Nc1nnc(CCc2ccccc2)s1)c1cccs1 | 3 | -3 | 0 | 4 | -16 | 36 | 26 | -1.6
COc1ccc(NC(=O)C2CC(=O)N(c3cccc(C)c3C)C2)cc1 (stereo unspecified) | 7 | 18 | -6 | 3 | 1 | 11 | 6 | -0.2
Cc1nn(-c2cccc(Cl)c2)c(Cl)c1/C=N/NC(=O)c1cccnc1 | -14 | 3 | -4 | -10 | 16 | -9 | 5 | 2.1
O=C(C[n+]1ccccc1)Nc1ccccc1C(F)(F)F | 7 | 2 | -1 | -3 | 2 | -2 | -12 | -0.7
O=C(O/N=C\c1ccc(N2CCCCC2)c([N+](=O)[O-])c1)c1c(F)cccc1F | 5 | 25 | 0 | 2 | -5 | -6 | -1 | 0.1
O=C1CCCN1c1ccc(S(=O)(=O)NCCc2ccc(Cl)cc2)cc1 | 6 | 3 | -6 | 2 | -10 | 7 | 0 | -0.8
CCOc1cc(C2CC(=O)N3CN(C4CCCCC4)CSC3=C2C#N)ccc1O (stereo unspecified) | 0 | 66* | -7 | 17 | 76* | 14 | 25 | 0.1
CC1(C)CC(=O)/C(=C(\O)CCCN2C(=O)c3ccccc3C2=O)C(=NCCO)C1 | 9 | 20 | -1 | -8 | 9 | -21 | 9 | 2.4

As entered above:
`CCOC(=O)c1c(-c2ccccc2)csc1NC(=O)c1cc(-c2ccccc2OC)on1` in GRIN3A LBD mod shows 1
`COc1ccc(NC(=O)C2CCN(S(C)(=O)=O)CC2)cc1` in PfGluPho inh shows 9

Four entries picked at random from the list so far:
SMILES | ATG4B inhibitor | SENP8 inh | GRIN3A LBD mod | HKDC1 inh | PfGluPho inh | SENP6 inh | SENP7 block | MPTP inh
CCC(=O)Nc1ccc2oc(-c3cccnc3)nc2c1 | -5 | -459 | 0 | -3 | 4 | -6 | 1 | 1.3
CC1=C(C(=O)OCc2ccccc2)C(c2ccsc2)C(C#N)=C(N)O1 (stereo unspecified) | -7 | -24 | -15 | 8 | -7 | 6 | 16 | -3.8
Cc1ccc2oc(C(=O)NCCCN3CCOCC3)c(C)c2c1 | 0 | 0 | 7 | -2 | 8 | 0 | 3 | -1.7
Cc1cccc(NC(=O)c2cccc3c2-c2ccccc2C3=O)n1 | -9 | 29 | -1 | -10 | 21 | 24 | -7 | -0.3

(continued)
SMILES | ATG4B inhibitor | SENP8 inh | GRIN3A LBD mod | HKDC1 inh | PfGluPho inh | SENP6 inh | SENP7 block | MPTP inh
COc1ccc(NC(=S)NC(=O)C2CCC2)cc1 | 6 | 6 | -6 | 6 | -6 | -13 | -9 | -1.3
C[C@@H](C(=O)N1CCN(C(=O)OC(C)(C)C)CC1)n1cc(CCC(=O)O)nn1 | 0 | 21 | 1 | -4 | -18 | -26 | -2 | 0.1
Cc1nc2ccccc2c2c1C(=O)N(C(C)C)C2=O | -8 | -13 | 0 | -13 | 25 | -3 | -1 | 1.8
CC(C)CN(C(=O)COC(=O)CCC(=O)c1ccc(F)cc1)c1c(N)n(Cc2ccccc2)c(=O)[nH]c1=O | -11 | -5 | 0 | -2 | 13 | 3 | -5 | -1.4
COc1ccc(CCN(C)CCC(=O)Nc2c(C)cc(C)cc2C)cc1OC | -21 | 8 | 0 | -3 | 6 | -5 | -6 | -1.0
Cc1ccc(-n2cnnn2)c(S(=O)(=O)N2CCOCC2)c1 | 4 | 14 | -4 | -7 | 3 | -4 | 1 | 0.1
Cc1ccc(C2CC(=O)N3CN(Cc4ccco4)CSC3=C2C#N)cc1 (stereo unspecified) | 2 | 0 | -2 | 3 | 59 | 12 | 6 | -1.0
O=C(NCCC(=O)N1CCCCCCC1)c1ccc(Br)cc1 | 6 | 12 | -2 | 4 | -17 | -1 | 6 | 1.3
Cc1ccccc1NC(=O)Nc1cc(-c2ccccc2)nn1C | -16 | 6 | -5 | -3 | 2 | 1 | -5 | 5.1
COc1ccc([N+](=O)[O-])cc1NC(=O)c1ccc(Br)s1 | 4 | 25 | -3 | -1 | -14 | -6 | 1 | 2.8
O=C(Nc1ccc2snnc2c1)Nc1cccc2ccccc12 | 0 | -94 | 38* | 3 | 28 | 22 | 9 | 106*
O=C(Nc1ccc(C(=O)N2CCCC2)cc1)c1ccccc1Br | 3 | 11 | -1 | -8 | -2 | 15 | 10 | 0.2
Cc1nnc(SCC(=O)NNC(=O)c2ccccc2)n1Cc1ccccc1 | -4 | 12 | 0 | -8 | 0 | -4 | -1 | 0.8
CC(C)N1C(=O)CCC1C(=O)NCCc1ccccc1 (stereo unspecified) | -4 | 6 | 2 | 2 | 9 | -7 | -5 | -0.5
CCCCN1C(N)=NC[C@H]1Cc1ccc(O)cc1 | -11 | 18 | 1 | 0 | -2 | -9 | -2 | -1.0
COC(=O)c1ccc(N=Cc2c(C(F)(F)F)[nH]n(C)c2=O)cc1 | 5 | 14 | -1 | 6 | 20 | 1 | 6 | -0.9
COc1cccc(S(=O)(=O)N2CCN(c3ccccc3F)CC2)c1 | 22 | 5 | 1 | 2 | -6 | 0 | -11 | 2.1
CC1CCCN(C(=O)C2CC(=O)N(c3ccc(Cl)cc3)C2)C1 (stereo unspecified) | -1 | 17 | -2 | 0 | 10 | 0 | 6 | 0.2

Assay outcomes: PubChem, Sanford-Burnham Center for Chemical Genomics
